# Screening data: PubChem BioAssay, National Center for Advancing Translational Sciences (NCATS)
# IMPase inh: IMPase inhibition in cells. 120,000 tested, under 10 active. inhibition (IP1 accumulation), % at 46.1 µM. CHO-M1 cells, IP1 accumulation, HTRF TR-FRET ratio. P97697; active means well fitted curve in the direction sought with a large enough effect in the signal ratio, not every such curve was filed as active; inconclusive means small, poorly fitted or top-dose-only effect, or a change in a side signal; inactive means no such curve, though single readings can be large or run the other way; the % refers to the signal ratio;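 further: cells stimulated with carbachol in lithium chloride buffer; plate controls were DMSO basal wells for no effect and reference inhibitor wells for full effect; higher means more IMPase inhibition seen as more IP1 and lower FRET ratio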
# Target sequence (P97697 whole entry, looked up): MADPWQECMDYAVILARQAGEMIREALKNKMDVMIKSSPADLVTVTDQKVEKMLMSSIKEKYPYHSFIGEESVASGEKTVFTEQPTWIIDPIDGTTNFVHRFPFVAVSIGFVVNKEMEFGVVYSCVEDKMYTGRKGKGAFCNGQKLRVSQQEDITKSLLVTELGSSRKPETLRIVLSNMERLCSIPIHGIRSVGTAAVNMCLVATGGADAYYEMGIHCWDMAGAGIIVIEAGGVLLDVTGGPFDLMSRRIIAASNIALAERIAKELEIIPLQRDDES
#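 Elevated IP1 in lysates lowers TR-FRET signal (665/620 ratio and 620 channel reported). Cells were CHO-M1, given carbachol (50 uM as added) plus 50mM LiCl, pH 7.4, 30 min, 37C; compounds titrated up to 46 uM; AC50 by Hill equation.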
# 12-hLO inh: blocks human 12-lipoxygenase activity; purified 12-hLO, xylenol orange hydroperoxide absorbance; Potency, µM (series often up to 57.1 µM), for inactives: top-dose activity change, negative = inhibition, actives largely listed as inhibitors; 150,000 compounds, 0.12% hits; AID 1452; further: potency means the concentration at half of the fitted maximal effect; nearly all actives have a fitted effect of over 55% in size; many of its hits are not listed in these tables
#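 Hydroperoxide output read as Fe(III)-xylenol orange absorbance, 573-to-405 nm ratio, after 30 min reaction with 40 uM arachidonic acid. Enzyme: 150 nM purified human 12hLO, 15 min compound preincubation; 25 mM Hepes pH 7.0, room temperature.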
# PNC inhibitor: perinucleolar compartment assembly inhibition | AID 2417 | 140,000 compounds, 3.1% hits | activity change (PNC), negative = inhibition, % at 10 µM | PC3M PTB-GFP, PNC prevalence imaging, 16 h; hits give low values;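 active means readout at or below -70, meaning at least 70% loss of cells showing the perinucleolar compartment, a nuclear body marking cancer cells; inconclusive means readout between -30 and a set limit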;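 further: plate controls were DMSO wells for no effect and camptothecin positive control wells for full effect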
#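 PC3M cells stably expressing PTB-GFP, 750–1000 cells/well, treated 16 h at 37 °C with compound (23 nl of library stock), in duplicate. After paraformaldehyde fixation and Hoechst stain, imaged at 20x; PNC prevalence scored by image analysis.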
# ALOX15B inhib: inhibitors of human 15-lipoxygenase 2 (ALOX15B). O15296. purified 15hLO-2, xylenol orange hydroperoxide absorbance. Potency, µM (series often up to 57.1 µM), without a hit: at the top dose activity change, negative = inhibition, hits mostly inhibitors. 110,000 compounds, 0.56% hits; further: potency means the concentration at half of the fitted maximal effect; nearly all actives have a fitted effect of over 60% in size; many of its hits are not listed in these tables
# Target sequence (O15296 whole entry, looked up): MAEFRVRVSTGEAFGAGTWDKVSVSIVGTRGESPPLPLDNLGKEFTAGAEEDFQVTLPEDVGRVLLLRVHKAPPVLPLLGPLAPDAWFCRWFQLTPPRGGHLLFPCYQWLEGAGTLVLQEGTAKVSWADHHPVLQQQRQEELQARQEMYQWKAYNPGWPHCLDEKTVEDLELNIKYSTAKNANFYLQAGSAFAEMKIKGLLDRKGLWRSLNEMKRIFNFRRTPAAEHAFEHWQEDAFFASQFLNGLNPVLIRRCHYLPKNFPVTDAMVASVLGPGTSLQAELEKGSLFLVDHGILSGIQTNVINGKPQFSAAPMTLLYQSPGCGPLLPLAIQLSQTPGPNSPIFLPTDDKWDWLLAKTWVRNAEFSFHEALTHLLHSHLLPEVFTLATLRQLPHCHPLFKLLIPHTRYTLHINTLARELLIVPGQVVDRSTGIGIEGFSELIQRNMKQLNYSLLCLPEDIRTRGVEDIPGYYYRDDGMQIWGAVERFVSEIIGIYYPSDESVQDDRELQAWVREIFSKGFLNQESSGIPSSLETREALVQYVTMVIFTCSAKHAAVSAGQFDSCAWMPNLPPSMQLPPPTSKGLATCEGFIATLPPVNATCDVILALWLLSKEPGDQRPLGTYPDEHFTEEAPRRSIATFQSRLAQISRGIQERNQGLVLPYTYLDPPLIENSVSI
#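 Purified human 15hLO-2 (50 nM final) preincubated with compounds 15 min at room temperature in 25 mM Hepes pH 7.5, 0.01% Triton X-100, then 45 uM arachidonic acid added for 90 min; hydroperoxide detected via ferrous/xylenol orange, 573/405 nm absorbance ratio.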
# Numbers without * were called inactive; ? = inconclusive; . = no result given; & = joins results of further samples; [ ] = dose if it differs, or a comment. Unless noted, the call rests on the fitted dose curve; in most records, active means well fitted curve in the direction sought with a large enough effect; inconclusive means small, poorly fitted or top-dose-only effect, or another doubt; inactive means no such curve, though single readings can be large; an effect the other way counts as inactive or inconclusive. Unless noted, on the % scale 0 is the no-effect control and ±100 the full control effect. This is a random part of the collection; any-hit rate near 3.1%.
IMPase inh | 12-hLO inh | PNC inhibitor | ALOX15B inhib | smiles
1.7 | 0.1% | -29.0 | -5.9% | COc1ccc(CCNC(=O)COC(=O)c2cnccn2)cc1
? | -1.1% | ? | . | COc1ccc(-n2c(=S)[nH]c3cc(C(=O)Nc4ccccc4OC)ccc3c2=O)cc1
-16.5 | -0.9% | ? | 5.6% | CCOc1cc(S(=O)(=O)NCc2ccccc2)ccc1F
-2.7 | -5.6% | 28.1 | 0.3% | CC(Sc1nnc(Cc2cccs2)n1C1CCCCC1)C(N)=O (stereo not drawn)
-0.8 | 3.6% | -27.8 | -9.2% | Cn1c(=O)n(C)c2cc(/C=N/n3cnnc3)ccc21
12.3 | 1.3% | ? | . | O=C(CSc1ncnc2sc3c(c12)CCCC3)c1ccccc1
6.9 | -5.4% | -0.7 | -16.8% | Cc1ccc(-n2c(SCC(=O)NCc3ccco3)nnc2-c2cccnc2)c(C)c1
16.8 | 9.4% | 49.6 | -3.6% | COc1ccc2c(c1)C(C)CC(C)(C)N2C(=O)CSc1nc2ccccc2s1 (stereo not drawn)
8.7 | -5.9% | ? | -1.5% | COc1ccc(OC)c(NC(=O)CSc2nc3cccnc3n2C)c1
4.5 | -12.2% | 27.0 | -6.0% | Cn1cccc1/C=C1\SC(=O)N(CC(=O)Nc2ccc(Cl)cc2)C1=O
-5.3[20.6 µM] | -1.0%[25.6 µM] | . | 3.4%[25.6 µM] | CN=C(NC#N)NCCSC[C@H]1N=CN=C1C
-4.7 | 1.0% | -24.7 | 9.4% | CCCCC(=O)Nc1cccc(-c2cn3ccsc3n2)c1
2.6 | -13.9% | -3.9 | 2.3% | CC(c1ccccc1)C1C(C#N)=C(N)OC2=C1C(=O)CC(C)(C)C2 (stereo not drawn)
1.0 | -3.8% | 16.5 | ? | CCOc1cc(C2Nc3cccc4cccc(c34)N2)ccc1O
9.0 | -4.5% | 7.3 | 1.0% | O=C(Nc1cc(C(F)(F)F)ccc1F)C1CCCCC1
. | -2.9% | -0.4 | . | CN(Cc1ccccc1)c1nc(CN2CCOCC2)nc2scc(-c3ccccc3)c12
16.6 | 2.3% | -9.6 | -2.2% | Cc1cccc(N2CCN(C(=O)CS(=O)(=O)Cc3nc(-c4ccccc4F)oc3C)CC2C)c1 (stereo not drawn)
10.5 | -3.2% | 6.2 | 0.3% | Cc1nc(CC(=O)N2CCN(S(=O)(=O)c3ccccc3C#N)CC2)cs1
-17.9 | -7.4% | ? | . | Cc1c2ccccc2nc2c(F)c(NC(C)C)c(F)c(F)c12
4.3 | -10.8% | 36.6 | ? | O=S(=O)(Nc1cccc2c1ccc1cccn12)c1cccs1
8.8 | -5.5% | 28.7 | -11.5% | Cc1ccc(N(Cc2ccc([N+](=O)[O-])cc2)C(=O)c2ccco2)cc1
0.4 | 1.7% | 19.4 | 33.9%[activator] | CCCCn1nc2cc(C(=O)NCc3ccc(C(F)(F)F)cc3C(F)(F)F)ccc2c1OCC
. | 1.8%[11.4 µM] | . | 1.6%[11.4 µM] | CN(C)CCNS(=O)(=O)N(C)C
5.2 | 3.1% | -23.9 | 1.4% | CC1CC(C)CN(CCCNC(=O)Cn2ncc3c(=O)oc4ccccc4c32)C1 (stereo not drawn)
-0.1 | -4.1% | 9.7 | . | COc1ccc(NS(=O)(=O)c2cccc(Cl)c2Cl)cc1S(=O)(=O)N1CCCCC1
. | -0.6% | 20.2 | . | CCOC(=O)C1CCCN(C(=O)c2ccc([N+](=O)[O-])c(C)c2)C1 (stereo not drawn)
. | -1.3% | 138.5 | . | Cc1ccccc1OCCN1C(=O)C(=O)c2cccc(C)c21
. | 0.7% | . | 10.7% | c1ccc(-c2cccc(N3CC4(CCNCC4)C3)c2)cc1
1.2 | -19.9% | -14.5 | -15.4% | Cc1cccc(OCc2nnc(SCc3nc4cc(C(F)(F)F)ccc4c(=O)[nH]3)o2)c1
2.4 | -8.7% | -28.8 | 12.5% | CCCC(=O)c1ccc(N2CCN(C(=O)c3ccc(Br)cc3)CC2)c(F)c1
. | -1.6% | 28.0 | . | CC(C)c1ccc(/C=N/NC(=O)c2nnn(-c3nonc3N)c2CSC2=NCCS2)cc1
-0.7 | 0.6% | 22.7 | 2.9% | Cn1cnc2nc3n(c2c1=O)CCC3
7.7 | -8.0% | ? | -4.0% | CCn1c(SCC(=O)Nc2ccccc2OC)nc2ccccc2c1=O
-15.2 | -5.0% | -1.7 | -10.3% | O=C(Nc1cc(=O)[nH]c2ncnn12)c1ccc(Cl)cc1Cl
-7.6 | 0.6% | 7.7 | 6.4% | COc1ccc(NC(=O)CSc2nc3ccccc3c(=O)n2CCNC(C)=O)c(OC)c1
16.8 | -5.4% | ? | 15.5% | COCc1cc(C)nc(NCCc2ccccc2)c1C#N
-1.8 | ? | ? | . | Cc1cccc(NC(=S)N/N=C2/CCCCc3ccccc32)c1
. | -1.3% | 10.4 | . | CCC(CC)C(=O)Nc1cc([N+](=O)[O-])ccc1F
1.8[1.84 µM] | -19.5% | 5.5 | 1.7%[11.4 µM] | N#CCc1ccc(C(=O)c2ccccc2F)s1
-3.4 | -1.6% | ? | -11.9% | Cc1ccc(C)c(OCC(=O)N2CCOCC2)c1
-12.2 | -5.2% | 19.3 | 0.7% | CC(C)CNC(=O)c1ccccc1NC(=O)CN(c1ccc2c(c1)OCCO2)S(C)(=O)=O
-1.5 | -3.6% | ? | -3.9% | Cc1ccc(-n2ncc3c(=O)n(CC(=O)NC4CCCC4)cnc32)cc1C
-1.6 | 6.5% | -3.4 | -1.5% | COc1ccccc1NC(=O)CCc1nc(-c2cccs2)no1
-14.0 | -5.9% | 14.6 | 4.9% | CN(C)c1ccc(CN(C(=O)COc2ccc(Br)cc2)C2CCS(=O)(=O)C2)cc1 (stereo not drawn)
. | -4.9% | 15.0 | . | CC(=O)c1c(C)[nH]c(C(=O)OCC(=O)Nc2sc3c(c2C#N)CCCC3)c1C
-7.6 | -7.6% | ? | -5.9% | Cc1cc(NC(=O)C2CC(c3ccc(Cl)cc3)=NO2)no1 (stereo not drawn)
3.2 | -1.9% | 39.9 | -5.6% | Cc1ccc(NCC(=O)N/N=C/c2ccc(OC(=O)c3ccco3)cc2)cc1
-6.3 | -0.6% | -27.8 | 7.4%[2.29 µM] | CC(C)COc1ccc(-c2nnn(CC(=O)N3CCCC3)n2)cc1
7.1 | 0.4% | 4.7 | 48.6%[activator] | O=C(Cc1cccc2ccccc12)Nc1nc2ccccc2[nH]1
7.3 | -1.6% | 14.8 | -24.1% | CCOc1cccc(C(=O)Nc2cccc(-c3nnc(-c4ccccc4)o3)c2)c1
. | -0.9% | . | 3.0% | CCCn1c(C)nc2c(NCCOC)nc(C)nc21
3.2 | -4.6% | 9.0 | . | O=C(N/N=C/c1cn(-c2cccs2)nc1-c1ccccc1)c1ccccc1Br
. | -0.3% | 22.8 | . | Cc1ccc(-n2nc(C)c(C3(O)C(=O)N(C(C)C)c4ccccc43)c2N)cc1 (stereo not drawn)
2.3 | 0.4% | 4.1 | 4.1% | O=C(CN1C(=O)C2CC=CCC2C1=O)NC1=NCCS1 (stereo not drawn)
2.3 | -1.9% | 19.4 | -7.3% | CC(C)CNC(=S)N1CCN(C)CC1
0.6 | -0.7% | ? | 4.4% | COc1ccc(Nc2nnc(SCC(=O)N3CCCC3)s2)cc1
3.3 | 2.5% | -1.3 | -2.1% | CC(C)NC(=O)CSc1nnc(-c2ccco2)n1N
4.8 | -2.5% | 20.2 | . | N/C(Cc1ccc(Cl)cc1Cl)=N\OC(=O)Cc1ccccc1
2.8 | 5.4% | ? | -2.8% | O=C(NCN1CCCCC1)c1cccnc1
. | -8.6%[11.4 µM] | . | -6.8%[11.4 µM] | O=C(CCN1CCCCC1)c1csc2ccccc12

# Continuation.
IMPase inh | 12-hLO inh | PNC inhibitor | ALOX15B inhib | smiles
2.7 | -7.1% | -12.2 | -4.5% | Cc1ccc(NC(=O)CCNS(=O)(=O)c2ccc3c(c2)oc(=O)n3C)c(C)c1
3.7 | -1.0% | 20.8 | . | CCOc1ccc(NC(=O)CSc2nc(C)cc(C)n2)cc1
-1.0 | 1.7% | 54.8 | -0.8% | COC(=O)CSc1nnc(CNS(=O)(=O)c2ccc(Cl)cc2)n1C
-4.5 | 0.0% | -0.7 | 2.7% | CCC(CC)C(=O)NCCc1ccc(OC)c(OC)c1
10.6 | -22.8% | 12.5 | ? | Cc1ccc(-c2cc(C(F)(F)F)c(C#N)c(SCCC#N)n2)o1
-3.1 | -5.8% | ? | 10.6% | Cc1onc(-c2ccccc2Cl)c1-c1nc(-c2ccccn2)no1
. | -3.6% | 26.7 | . | CCCc1[nH]nc2c1C(C1CC=CCC1)C(C#N)=C(N)O2 (stereo not drawn)
1.3&-6.8 | -1.3%&3.1% | . | 22.7%&13.7% | O=C(OCCN1CCCCC1)c1c[nH]c2ccccc12
. | -0.7% | 90.6 | . | CCCCC(=O)Nc1cccc(NC(=S)NC(=O)COc2ccccc2Cl)c1
1.0 | -6.9% | -17.6 | 7.4% | C/C(N)=C(/C#N)C(=O)CSc1nnnn1-c1ccccc1
-7.1 | -1.3% | -12.7 | -2.3% | O=C(NCc1ccccc1)c1ccc2c(=O)n(CCCN3CCCC3=O)c(=S)[nH]c2c1
-6.1 | -1.9% | -100.0* | . | CCCCn1c(SCC(=O)N2CCOCC2)nnc1-c1ccoc1C
8.4 | 0.9% | ? | -4.9% | COc1ccc(N2CCN(Cc3nc4c(c(=O)n(C)c(=O)n4C)n3C(C)C(C)=O)CC2)cc1 (stereo not drawn)
-6.5 | -1.8% | ? | -26.8% | Cc1ccc(S(=O)(=O)Nc2nc3ccc(S(C)(=O)=O)cc3s2)cc1
10.6 | -8.1% | 0.7 | . | Cc1cc(C)n(CCC(=O)N/N=C/c2ccc(O)cc2O)n1
-1.9 | -2.7% | ? | 6.6% | CCOC(=O)c1c(NC(=O)CSc2nnnn2-c2ccc3c(c2)OCO3)sc(C)c1C
